# HIF-2a inh: inhibitors of HIF-2a; 786-0 RCC cells HIF-2a reporter, luciferase luminescence, overnight; 360,000 compounds, 0.72% hits; AID 624352; inhibition, % at 18.8 µM;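 active = inhibition of the luminescence signal of 40% or more relative to plate controls, in a single-dose primary screen at 18.75 µM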
# NR2E3 agonist: NR2E3 (human) agonism; Q9Y5X4; GST-NR2E3/biotin-RetCOR TR-FRET, 1536-well; inhibition of corepressor binding, % at 4.78 µM; 320,000 compounds, 0.12% hits;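 active = percent inhibition above the cutoff of mean plus 3 SD of all tested compounds, set per screening campaign, cut at about 20% in these data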;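 note: 0% = DMSO wells and 100% = biotin wells as full block of FRET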
# Target sequence (Q9Y5X4 whole entry, looked up): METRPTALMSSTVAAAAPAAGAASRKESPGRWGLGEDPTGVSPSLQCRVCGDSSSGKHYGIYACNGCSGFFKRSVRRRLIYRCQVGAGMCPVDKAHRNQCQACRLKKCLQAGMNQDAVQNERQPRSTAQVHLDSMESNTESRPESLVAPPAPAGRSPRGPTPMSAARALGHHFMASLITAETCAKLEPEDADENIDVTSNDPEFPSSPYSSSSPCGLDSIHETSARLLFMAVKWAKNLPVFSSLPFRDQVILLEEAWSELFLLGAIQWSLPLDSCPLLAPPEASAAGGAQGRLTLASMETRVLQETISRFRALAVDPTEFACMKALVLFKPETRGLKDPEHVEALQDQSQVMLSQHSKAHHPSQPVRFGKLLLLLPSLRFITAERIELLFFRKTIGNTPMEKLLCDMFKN
#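 Format: 1536-well format; test system: GST-NR2E3 and biotin-RetCOR proteins; read-out basis: percent inhibition of TR-FRET ratio; timing: 5 h incubation at 4 °C; detection: time-resolved FRET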
# Shn3 inh set2: inhibitors of Schnurri-3 3'UTR reporter in osteoblasts | Clone20 osteoblast Shn3 3'UTR firefly luciferase, 24 h | inhibition, % at 12.5 µM | 360,000 compounds, 0.52% hits | AID 588674;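 active = mean inhibition of at least 75% with every replicate also reaching 75%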;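 note: 0% = median of neutral control wells and 100% = pilot-screen positive control compound; some compounds past the cut are filed as inactive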
# aDG glyco up: increases alpha dystroglycan glycosylation | activation, % at 10 µM | Pro5-aDG cells, alpha-DG glycosylation AlphaScreen (IIH6); 0% Pro5, 100% B10-LARGE cell signal | 360,000 compounds, 0.22% hits | AID 624168;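 active = activation of at least 8% versus controls, or a plate z-score of at least 8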;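 note: Pro5 are CHO cells carrying HIG-tagged alpha-DG that lacks glycosylation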
# MITF TRPM1 inh: MITF TRPM1 promoter inhibition in SK-MEL-5 cells; SK-MEL-5 TRPM1 promoter luciferase, 24 h; inhibition, % at 12.5 µM; 330,000 compounds, 0.83% hits; AID 488899;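 active = mean inhibition across replicates of 60% or more, whatever share of single replicates reaches that level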; note: values of inactives mirror those of a sister screen read the other way
# * hit, by the source's call; nt = no result given.
1. CN1C(=O)C(=Cc2ccc(N3CCOCC3)c([N+](=O)[O-])c2)C(=O)N(C)C1=O
2. O=C1NC(=S)N(c2ccc(F)cc2)C(=O)/C1=C/c1ccco1
3. O=C(O)C(Cl)Cl
4. Cc1ccc(N2C(=O)NC(=O)/C(=C\c3ccc([N+](=O)[O-])o3)C2=O)cc1
5. Cc1cc(OCCN2CC2)c2ccccc2n1
6. CCN1CCN(Cc2cc(C(C)(C)C)c(O)c(C(C)(C)C)c2)CC1
assay / entry | 1 | 2 | 3 | 4 | 5 | 6
HIF-2a inh | nt | nt | nt | nt | nt | nt
NR2E3 agonist | 1.6 | 5.2 | 3.2 | 3.7 | -0.6 | -3.0
Shn3 inh set2 | nt | nt | nt | nt | nt | nt
aDG glyco up | nt | nt | nt | nt | nt | nt
MITF TRPM1 inh | nt | nt | nt | nt | nt | nt

7. CN1C(=O)COc2c(C(=O)NC3CN4CCC3CC4)cc(Cl)cc21 (configuration not stated)
8. c1cncc(C2CCCN2)c1 (configuration not stated)
9. CC1=CC(=C2C(=O)NC(=S)NC2=O)C=C(C(F)(F)F)N1CCc1ccccc1
10. Cc1ccccc1N1C(=O)/C(=C/c2ccco2)C(=O)NC1=S
11. CC[C@@]1(O)C(=O)OCc2c1cc1n(c2=O)Cc2cc3ccccc3nc2-1
12. CC(=O)Cc1c[nH]c2ccccc12
assay / entry | 7 | 8 | 9 | 10 | 11 | 12
HIF-2a inh | nt | nt | nt | nt | nt | nt
NR2E3 agonist | 0.9 | -0.3 | 3.4 | 10.4 | -0.7 | 8.2
Shn3 inh set2 | nt | nt | nt | nt | nt | nt
aDG glyco up | nt | nt | nt | nt | nt | nt
MITF TRPM1 inh | nt | nt | nt | nt | nt | nt

# A different layout for part of the listing above:
item	Structure	HIF-2a inh	NR2E3 agonist	Shn3 inh set2	aDG glyco up	MITF TRPM1 inh
10	Cc1ccccc1N1C(=O)/C(=C/c2ccco2)C(=O)NC1=S	nt	10.4	nt	nt	nt
11	CC[C@@]1(O)C(=O)OCc2c1cc1n(c2=O)Cc2cc3ccccc3nc2-1	nt	-0.7	nt	nt	nt

# Additional records follow.
13. CN1C(=O)C(Cc2ccc3c(c2)OCO3)C(=O)N(C)C1=O
14. Cc1sc(-n2c(C)cc(C=C3C(=O)NC(=O)NC3=O)c2C)c(C#N)c1C
15. O=C1/C(=C/c2cc3c(cc2Cl)OCO3)N2CCC1CC2
16. COc1ccc(OCCOc2cccc(C=C3C(=O)NC(=O)NC3=O)c2)cc1
17. C=C1C[C@@H]2[C@H](CC[C@]3(C)C(=O)CC[C@@H]23)[C@@]2(C)C=CC(=O)C=C12
18. c1ccc2nc(OCCN3CC3)ccc2c1
assay / entry | 13 | 14 | 15 | 16 | 17 | 18
HIF-2a inh | nt | nt | nt | nt | nt | nt
NR2E3 agonist | -2.4 | 1.1 | 2.0 | 0.0 | -0.6 | 2.0
Shn3 inh set2 | nt | nt | nt | nt | nt | nt
aDG glyco up | nt | nt | nt | nt | nt | nt
MITF TRPM1 inh | nt | nt | nt | nt | nt | nt

19. COc1ccc2[nH]cc(C3=CCNCC3)c2c1
20. COC(=O)Cn1cc(C=C2C(=O)N(C)C(=O)N(C)C2=O)c2ccccc21
21. C[C@@H]1C2C[C@@]34COC(=O)C3=CC=C[C@H]4[C@@]13C[C@H](c1ccoc1)O[C@@H]3O2
22. O=C1Nc2cc(C(=O)N3CCC4(CC3)OCCO4)ccc2NC1CSCc1cccc(F)c1 (configuration not stated)
23. COc1ccc(C2NCc3ccc4c(c3-n3cccc32)OCO4)cc1O (configuration not stated)
24. O=C(c1ccc2c(c1)ncn2C1CCCCC1)N1CCC2(CC1)OCCO2
assay / entry | 19 | 20 | 21 | 22 | 23 | 24
HIF-2a inh | nt | nt | nt | nt | nt | nt
NR2E3 agonist | -3.5 | 2.5 | -1.6 | -4.3 | -1.5 | 4.7
Shn3 inh set2 | nt | nt | nt | nt | nt | nt
aDG glyco up | nt | nt | nt | nt | nt | nt
MITF TRPM1 inh | nt | nt | nt | nt | nt | nt

# Some of the entries so far, with two lines to a compound:
# Values run as follows: HIF-2a inh, NR2E3 agonist, Shn3 inh set2, aDG glyco up, MITF TRPM1 inh
15) O=C1/C(=C/c2cc3c(cc2Cl)OCO3)N2CCC1CC2
  nt, 2.0, nt, nt, nt
16) COc1ccc(OCCOc2cccc(C=C3C(=O)NC(=O)NC3=O)c2)cc1
  nt, 0.0, nt, nt, nt
17) C=C1C[C@@H]2[C@H](CC[C@]3(C)C(=O)CC[C@@H]23)[C@@]2(C)C=CC(=O)C=C12
  nt, -0.6, nt, nt, nt
18) c1ccc2nc(OCCN3CC3)ccc2c1
  nt, 2.0, nt, nt, nt
19) COc1ccc2[nH]cc(C3=CCNCC3)c2c1
  nt, -3.5, nt, nt, nt
20) COC(=O)Cn1cc(C=C2C(=O)N(C)C(=O)N(C)C2=O)c2ccccc21
  nt, 2.5, nt, nt, nt
21) C[C@@H]1C2C[C@@]34COC(=O)C3=CC=C[C@H]4[C@@]13C[C@H](c1ccoc1)O[C@@H]3O2
  nt, -1.6, nt, nt, nt
22) O=C1Nc2cc(C(=O)N3CCC4(CC3)OCCO4)ccc2NC1CSCc1cccc(F)c1 (configuration not stated)
  nt, -4.3, nt, nt, nt
23) COc1ccc(C2NCc3ccc4c(c3-n3cccc32)OCO4)cc1O (configuration not stated)
  nt, -1.5, nt, nt, nt
24) O=C(c1ccc2c(c1)ncn2C1CCCCC1)N1CCC2(CC1)OCCO2
  nt, 4.7, nt, nt, nt

# The list continues:
25. N/C(=N\[N+](=O)[O-])N1CCN(C(=O)c2ccccc2)CC1
26. Cc1ccc(-n2c(/C=C/c3ccc4c(c3)OCO4)nc3ccccc3c2=O)cc1
27. COCCCn1c(N)c(C(=O)NCc2ccco2)c2nc3ccccc3nc21
28. O=C1NC(=O)C2(Cc3ccccc3N3CCCC32)C(=O)N1c1ccc(Cl)cc1 (configuration not stated)
29. COC(=O)C[C@H]1CC[C@H]2NC[C@@H](O)COC[C@@H]2O1
30. CC[C@@H]1c2ccccc2[C@@H]2CC[C@H]1N2c1ccccc1
assay / entry | 25 | 26 | 27 | 28 | 29 | 30
HIF-2a inh | nt | nt | nt | nt | 10.3 | 16.2
NR2E3 agonist | -0.6 | -2.3 | 13.9 | 5.3 | nt | nt
Shn3 inh set2 | nt | nt | nt | 2.5 | nt | nt
aDG glyco up | nt | nt | nt | nt | -0.1 | -0.3
MITF TRPM1 inh | nt | nt | -21.3 | nt | nt | nt

# This is a subset, so the mix of outcomes need not match the whole.
